ERK EGF inh: qHTS Assay for Inhibitors of the ERK Signaling Pathway using a Homogeneous Screening Assay; Stimulation with EGF. HEK293-V1b, EGF-stimulated phospho-ERK AlphaScreen. Potency, µM (titrated, usually from 11.5 µM), inactives show at the highest dose activity change, negative = inhibition, actives largely listed as inhibitors. 0.41% of 130,000 active; active = well fitted inhibition curve with a large enough effect; inconclusive = small, poorly fitted or top-dose-only effect, or effect the other way;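 note: plate controls were stimulated vehicle wells for no effect and unstimulated vehicle basal for full effect; nearly all actives have a fitted effect of over 55% in size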
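Concentration-response of compounds against EGF-driven ERK phosphorylation in V1b-expressing HEK293 cells; 30 min preincubation, 5 min EGF, AlphaScreen detection; Normalized to DMSO basal and 25 nM EGF.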
Starred values were filed as active, the others as inactive; ? = inconclusive; [ ] = dose if it differs, or a comment. Potency is the fitted concentration of half-maximal effect. Only part of the results is shown, so the mix of outcomes need not match the whole.

structure | ERK EGF inh
CCOC(=O)CSc1nc2ccc(NC(=O)CSc3nnnn3Cc3ccccc3)cc2s1 | 1.7%
CC(C)C[C@@H](CC(=O)N[C@@H](CCC(=O)O)CC(=O)O)NC(=O)[C@@H]1CNCC[C@H]1NC(=O)C[C@@H](NC(=O)C[C@H](CO)NC(=O)[C@@H]1CNCC[C@H]1N)C(C)C | 4.3%
Cc1c(NC=C(C#N)C#N)c(=O)n(-c2ccccc2)n1C | -6.8%
Cc1nn2c(-c3cccnc3)ccnc2c1-c1ccccc1 | 2.2%
COC(=O)c1nn(-c2ccc(C)cc2)ccc1=O | -0.9%
Cc1nc2c(=O)[nH]c(=S)n(C)c2nc1C | 0.1%
CC(=O)Nc1ccc(S(=O)(=O)Nc2cccc3[nH]ncc23)cc1 | 0.8%
C/C(=N\Nc1cc(C)nc(NCc2ccccc2)n1)c1ccc([N+](=O)[O-])cc1 | -11.3%[57.5 µM]
CC(=O)OCC1OC(n2c(Br)nc3c(=O)[nH]c(N)nc32)C(OC(C)=O)C1OC(C)=O (stereo not drawn) | 26.9%
O=C(Nc1ccc(N2CCN(C(=O)c3ccco3)CC2)c(Cl)c1)c1cccnc1 | -7.7%
CSc1ncccc1C(=O)OCc1ccc([N+](=O)[O-])cc1 | -0.6%
Cc1ccc(/C=C2\SC(=S)N(CCC(=O)NNC(=O)c3ccncc3)C2=O)cc1 | 3.2%[57.5 µM]
CCCCOc1cccc(C(=O)NC(=S)Nc2cccnc2)c1 | ?
CCOC(=O)c1sc(=NC(=O)CCS(=O)(=O)c2ccccc2)n(C)c1C | -0.9%
CCC(Cc1ccccc1)NCc1c(C(=O)O)c(C)n(Cc2ccccc2)c1C (stereo not drawn) | 0.1%
COc1ccc(-n2nnc3c(=O)n(CC(=O)Nc4cc(C)on4)cnc32)cc1OC | 3.0%
Cc1cc(C(=O)C(=O)O)c(C)n1-c1ccc(Cl)cc1 | -5.3%
COc1ccc(/C=C/C(=O)OCC(=O)N2CC(=O)Nc3ccccc32)cc1S(=O)(=O)N1CCOCC1 | 4.8%
FC(F)c1nc2ccccc2[nH]1 | -4.1%
CC(C)(C)OC(=O)N1CCCN(C(=O)Nc2ccc(C(F)(F)F)cc2)CC1 | 11.0%[57.5 µM]

Continued; it opens with the seven that closed the last part.
structure | ERK EGF inh
CCOC(=O)c1sc(=NC(=O)CCS(=O)(=O)c2ccccc2)n(C)c1C | -0.9%
CCC(Cc1ccccc1)NCc1c(C(=O)O)c(C)n(Cc2ccccc2)c1C (stereo not drawn) | 0.1%
COc1ccc(-n2nnc3c(=O)n(CC(=O)Nc4cc(C)on4)cnc32)cc1OC | 3.0%
Cc1cc(C(=O)C(=O)O)c(C)n1-c1ccc(Cl)cc1 | -5.3%
COc1ccc(/C=C/C(=O)OCC(=O)N2CC(=O)Nc3ccccc32)cc1S(=O)(=O)N1CCOCC1 | 4.8%
FC(F)c1nc2ccccc2[nH]1 | -4.1%
CC(C)(C)OC(=O)N1CCCN(C(=O)Nc2ccc(C(F)(F)F)cc2)CC1 | 11.0%[57.5 µM]
COc1cc(OC)c(OC)cc1/C=C/C(=O)c1ccc(NS(=O)(=O)c2ccc(C)cc2)cc1 | 2.2%
NNC(=S)Nc1ccc(C(F)(F)F)cc1Cl | 1.4%[57.5 µM]
c1ccc(Nc2ccc3c4c(cccc24)CC3)cc1 | 8.0%
Cc1cc(Cc2cc(C)c(N)cc2C)c(C)cc1N | -5.5%
CCCOc1ccc(Cc2c(Cl)nc(SC)nc2NC)cc1 | 0.9%
Cc1ccc(C2=Nc3c(ccc4ccccc34)C(c3ccncc3)=NN2)cc1 | ?
Cc1ccc(NS(=O)(=O)c2ccc(NC(=O)C(C)Sc3ccc(Cl)cc3)cc2)c(C)c1 (stereo not drawn) | 7.8%
O=C(c1ccc(Cl)cc1)C1CCCN(C(=O)/C=C/c2ccccn2)C1 (stereo not drawn) | 7.0%[57.5 µM]
O=C(NC1CCCCC1)C(=O)c1c(-c2ccccc2)[nH]c2ccccc12 | -1.7%
CC(=O)NCCc1nc2ccccc2n1CCOc1cccc(C)c1 | 0.7%[57.5 µM]
CCOc1cc(N2CCOCC2)c(OCC)cc1NC(=O)c1ccc(OC)cc1 | 18.7%
COc1ccc(C2CC(c3ccccc3)=NN2C(=O)COC(=O)c2cccc(S(=O)(=O)N(C)C)c2)cc1 (stereo not drawn) | 3.9%
COc1cc(/C=N/NC(=O)C2COc3ccccc3O2)ccc1O (stereo not drawn) | 1.6%[57.5 µM]
O=C(CC1S/C(=N/N=C/c2cccnc2)NC1=O)Nc1ccccc1 (stereo not drawn) | 10.0%
CC(=O)N[C@@H](Cc1c[nH]c2ccccc12)C(=O)OCC(=O)Nc1ccc(S(=O)(=O)N(C)C)cc1 | -3.6%
O=C(CSc1ccc(-c2ccc(F)cc2)nn1)N1CCN(c2ccccc2)CC1 | -1.4%
CCN(CC)C(=O)c1sc(NC(=O)c2ccncc2)c(C(=O)OC)c1C | 1.9%
Cc1c(Cl)cccc1NC(=S)N(CCN(C)C)C(C)c1ccco1 (stereo not drawn) | -29.8%[57.5 µM]
NC(=O)c1cccc(N=Cc2cc(Cl)cc(Cl)c2O)c1 | 8.8%
COc1ccc(OCC(=O)N/N=C(\C)c2cccs2)cc1 | 4.3%[57.5 µM]
Cc1nnc(SCCCCSc2nnc(C)c(=O)[nH]2)[nH]c1=O | -5.3%
CC(C)C(NC(=O)CNC(=O)OC(C)(C)C)C(=O)NCc1ccc(Cl)cc1 (stereo not drawn) | 3.8%
CC1CCN(C(=S)c2cn(Cc3cccc(F)c3)c3ccccc23)CC1 | 1.4%
S=C(NCCc1ccccc1)Nc1c(Cl)cccc1Cl | ?
Cc1cc(NC(=O)CCC(=O)N(c2ccc(F)cc2)C(C(=O)NC2CCCC2)c2ccc(C)o2)no1 (stereo not drawn) | -3.3%
COc1ccc(N2CCN(CC(=O)Nc3cccc(S(=O)(=O)N4CCOCC4)c3)CC2)cc1 | 4.5%
S=C(NCc1ccccc1)NC1CCCc2ccccc21 (stereo not drawn) | 1.3%
COc1ccccc1-c1ccc2ncnc(N(C)C)c2c1 | 21.9%
Cc1ccc(Nc2c(-c3ccc(C)o3)nc3ncccn23)cc1 | -2.3%[57.5 µM]
Cc1ccc(S(=O)(=O)N2CCC(C(=O)NNC(=O)c3ccc(F)cc3)CC2)cc1 | -13.3%
O=C(Nc1ccc2c(c1)OCCO2)c1coc2ccccc2c1=O | 8.2%
CCCS(=O)(=O)Nc1ccc2cn[nH]c2c1 | 0.2%
CCCCCC(O)CCC(=O)NNC1=CC(=O)CC(C)(C)C1 (stereo not drawn) | -4.1%
Cc1cccc(/C=N/c2sc3c(c2C(=O)OC(C)(C)C)CCN(C)C3)c1O | 1.2%
O=C(COc1ccccc1C(=O)NCC1CCCO1)Nc1ccc(Cl)cc1Cl (stereo not drawn) | -5.6%
COCC(=O)N=Nc1c(O)[nH]c2ccccc12 | 3.2%
O=C(O)c1ccc(Cn2cnc3sc4c(c3c2=O)CCCC4)cc1 | 1.9%
CCOn1c(=O)c(=O)n(OC)c2ccccc21 | -2.1%[57.5 µM]
COc1cccc(NC(=S)NN=C2CCC(C(C)(C)C)CC2)c1 (stereo not drawn) | -5.4%
Oc1cc(O)c2c(c1)OC(c1cc(O)c(O)c(O)c1)C(O)C2 (stereo not drawn) | -2.2%
CCn1c(C)nc2cc(C#N)ccc21 | -1.1%
COc1cc(CNCC(C)C)cc(Br)c1OCC(=O)Nc1ccccc1 | -1.9%
CC1(C)CC2(CC(C)(C)N1)OC(=O)N1CCc3ccccc3C12C (stereo not drawn) | -1.7%
Cc1ccc(NC(=O)C(NCc2ccccn2)c2ccccc2)cc1 (stereo not drawn) | -4.7%
CCCn1c(SCC(=O)N2CCCC(C)C2)nnc1-c1cccnc1 (stereo not drawn) | -11.8%
O=C(O)C1Cc2ccccc2CN1C(=O)COc1ccc(Cl)cc1Cl (stereo not drawn) | 8.7%
Cc1cc(C(=O)OCC(=O)Nc2ccc(S(N)(=O)=O)cc2)c2ccccc2n1 | 1.6%
COc1ccc(-c2csc(-c3ccc(C(=O)O)cc3)n2)cc1 | 3.8%
CCc1nc2ccccc2c(C(=O)OCC(=O)NC(=O)c2cccn2C)c1C | 3.5%[57.5 µM]
COc1ccc(NC(=O)C(Cc2ccccc2)n2cccc2)cc1OC (stereo not drawn) | -3.3%[57.5 µM]
COc1ccc(NC(=O)CCSCCc2ccccn2)cc1OC | -16.9%
Cn1cnnc1SCC(=O)Nc1ccc2nc(SCc3ccccc3Cl)sc2c1 | 2.5%
O=C(CNC(=O)c1ccccc1Cl)OCC(=O)N1CCc2ccccc21 | 1.3%
COc1ccc(N2C(=O)C3CCCN3C2c2ccc(F)cc2)cc1Cl (stereo not drawn) | 2.7%
CNC(=S)N(Cc1ccc(Cl)cc1)Cc1cccs1 | -1.6%[57.5 µM]
CCOC(=O)NC(=O)C(=CNc1ccccc1OC)C(=O)NC(=O)OCC | 7.1%
COc1ccccc1OCC(=O)OCn1c(SC)nnc(C)c1=O | 0.7%
Cn1cccc1Cc1nnc(SCC(=O)Nc2cccc(F)c2)n1CCc1ccccc1 | 0.7%
Cc1cnc(C(=O)Nc2cc(S(=O)(=O)N3CCOCC3)ccc2N2CCN(C)CC2)cn1 | 2.1%
O=C(O)Cc1csc(-c2cccc(F)c2)n1 | -6.4%

Additional entries:
structure | ERK EGF inh
CC(=O)Nc1nc(SCC(=O)NCc2ccc(F)cc2)[nH]c(=O)c1NC(=O)c1cccs1 | -1.7%
Cn1c(=O)c2c(nc(Br)n2C/C=N/NC(N)=S)n(C)c1=O | -10.3%[57.5 µM]
O=C(O)c1ccccc1-c1nc2ccccc2n1-c1ccccc1 | 9.2%
O=C(O)CC(NNC(=O)c1ccccc1)C(=O)Nc1cccc([N+](=O)[O-])c1 (stereo not drawn) | 1.8%[57.5 µM]
CCOC(=O)N1CCN(C(=O)CS(=O)(=O)c2cn(Cc3ccccc3C)c3ccccc23)CC1 | -6.1%
O=C(Oc1ccc(Br)cc1C(=S)N1CCCC1)c1ccccc1F | 5.3%
CCOC(=O)CC(NC(=O)c1cc2ccccc2oc1=O)c1cccc([N+](=O)[O-])c1 (stereo not drawn) | 1.3%
Cc1cccc(C)c1NC(=O)COC(=O)c1ccc2[nH]c3c(c2c1)CCCC3 | 6.4%
O=C(CN(c1ccccn1)S(=O)(=O)c1ccc(F)cc1)Nc1ccccc1 | -6.0%
O=C(CSc1ccc(Cl)cc1)Nc1ccc(C2SCCS2)cc1 | -17.1%[57.5 µM]
Cn1c(CO)cnc1S(=O)(=O)Cc1ccc(Cl)cc1 | -9.1%
C[C@@H]1CC=C[C@H]2[C@H]1C(=O)N(Cc1ccccc1)[C@H]2c1ccoc1 | 3.0%[57.5 µM]
C=CCNc1nc(-c2c(C)nc3sccn23)cs1 | 5.5%
O=C(c1cccc2ccccc12)C1CCCN(C(=O)CCN2CCCO2)C1 (stereo not drawn) | -12.4%[57.5 µM]
CN(CC(=O)NC(=O)NCc1ccccc1)Cc1ccc(Cl)c(Cl)c1 | -1.8%
CC1(C)SC(=S)N(/N=C/c2ccccc2O)C1N(O)C(=O)Nc1ccccc1 (stereo not drawn) | -9.8%[57.5 µM]
Cc1ccc(NC(=O)C2CCC(CNc3c(N4CCC(C)CC4)c(=O)c3=O)CC2)cc1F (stereo not drawn) | -10.4%[57.5 µM]
O=C1OCC=C1NNC(=O)c1cccnc1 | 1.2%
CCc1nc(SCC(=O)c2ccccc2)c2c(=O)n(C)c(=O)n(C)c2n1 | -0.5%[57.5 µM]
Cc1ccc(CNC(=O)c2ccc(N3CCc4ccccc43)c([N+](=O)[O-])c2)cc1 | ?
CC(/C=N/NC(=O)c1nnn(-c2nonc2N)c1CN(C)C)=C\c1ccco1 | 13.9%[57.5 µM]
Cc1nc2sc(C(c3ccco3)N3CCC(C)CC3)c(O)n2n1 (stereo not drawn) | 9.1%
O=C(CCc1nnc(CCCCc2ccccc2)o1)NCCN1CCOC1=O | 1.7%
Cc1ccc(N2CC(O)(c3cccs3)[N+]3=C2CCCC3)cc1 (stereo not drawn) | 4.5%
COc1ccc(Cn2c(CCC(=O)Nc3ccccc3OC)nc3cccnc32)cc1 | 6.5%
CC(C)c1ccc(N)c(S(=O)(=O)O)c1 | 2.4%[57.5 µM]
CCC(C)N(C)Cc1cccc(C2(O)CCN(S(=O)(=O)c3ccc(F)c(C)c3)CC2)c1 (stereo not drawn) | -4.9%
COc1ccc(NS(=O)(=O)c2cn(C)c(=O)n(C)c2=O)cc1 | 5.7%[57.5 µM]
CC(C)NC(=O)N1CCC2(CC1)CCN(S(=O)(=O)c1ccccc1)CC2 | 13.2%
Nc1c(C(=O)N/N=C/c2ccc(OCc3ccccc3)cc2)cnn1-c1ccccc1 | -6.7%[57.5 µM]
CCn1ncc(/C=C2/SC(=S)NC2=O)c1C | -15.8%
Cc1ccc(OC(=O)c2sc3ncn(C)c(=O)c3c2C)cc1 | 0.3%
Cc1cc(S(=O)(=O)N(Cc2ccccc2F)C2CC2)ccc1-n1cnnn1 | -0.7%

Screening results deposited in PubChem by National Center for Advancing Translational Sciences (NCATS).
